From PubChem BioAssay
PriA SSB inh – inhibitors of Klebsiella pneumoniae PriA binding to SSB C-terminal tail, primary screen, biochemical, AlphaScreen; PriA–SSB C-terminal tail interaction (Klebsiella pneumoniae); AlphaScreen SSBct-PriA binding, biotinylated peptide; inhibition, % at 33 µM; 430,000 compounds, 0.6% hits; AID 1272365, 2023; in the data active means inhibition mostly above about 37%, no sharp cut-off; inactive means mostly below about 20%;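 further: plate controls were negative control peptide for no effect and reference peptide for full effect; strong numbers were not always called active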
3CLpro inhibitor – SARS-CoV 3CLpro protease inhibitors, primary screen, biochemical, quenched FRET; Replicase polyprotein 1ab (Severe acute respiratory syndrome coronavirus), P0C6X7; recombinant SARS-CoV 3CLpro, quenched FRET peptide cleavage; inhibition, % at 6 µM; 290,000 compounds, 0.14% hits; AID 1706, 2009; in the data active means inhibition above about 12%
Vc quorum ag – inducers of Vibrio cholerae quorum light production without autoinducers, primary screen, BH1578 luxS cqsA deficient, single point | V. cholerae BH1578 lux reporter, luminescence, 6 h | activation, % at 18.7 µM | 350,000 compounds, 0.16% hits; in the data active means activation mostly above about 9.7%, no sharp cut-off; inconclusive means no clear call, values can overlap the other calls; inactive means mostly below about 3.7%; further: not every result past the cut was called active; inactives centre near 0; reference of the scale not given here
TcdB inh – TcdB glycohydrolase inhibitors, primary screen, biochemical, single point, plate reader; 350,000 compounds, 0.24% hits; inhibition, % at 9.99 µM; Toxin B (Clostridioides difficile), P18177; AID 652162, 2013; TcdB glycohydrolase enzymatic assay; in the data active means inhibition above about 10%
CCHFV vOTU inh – CCHFV vOTU protease inhibitors, primary screen, biochemical, Pep-AMC substrate, fluorescence. inhibition, % at 11.5 µM. 370,000 compounds, 0.55% hits; in the data active means inhibition above about 30%; further: 0% = vehicle wells with enzyme and 100% = no enzyme wells
Yp Topo-I inh – Yersinia pestis topoisomerase I inhibitors, primary screen, biochemical, cleavage product accumulation, plate reader, single point; DNA topoisomerase I (Yersinia pestis CO92); Y. pestis Topo-I cleavage product accumulation; activity, % at 10 µM; 360,000 compounds, 0.064% hits; AID 504884, 2011; in the data active means activity above about 50%, passing the limit was not always enough; inconclusive means no clear call, values can overlap the other calls; further: inactives centre near 2
PfHsp40 yeast – rescue of yeast from PfHsp40 toxicity, primary screen, S. cerevisiae, ATP luminescence. S. cerevisiae expressing PfHsp40, growth rescue. growth rescue, % at 12.5 µM. 340,000 compounds, 0.68% hits. AID 504582, 2011; in the data active means growth rescue above about 28%, passing the limit was not always enough; inconclusive means no clear call, values can overlap the other calls;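 further: yeast W303a lacking pdr1 and pdr3 grown in galactose medium; growth measured after three days at 30 °C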
DUSP3 inh – VHR1 phosphatase inhibitors, primary screen, biochemical, absorbance, uHTS. 290,000 compounds, 0.52% hits. recombinant VHR phosphatase, pNPP absorbance. inhibition, % at 13.3 µM. AID 1654, 2009. Dual specificity protein phosphatase 3 (Homo sapiens), P51452; in the data active means inhibition above about 50%; further: some compounds called inactive have numbers as strong as hits
Target sequence (P51452 whole entry, looked up): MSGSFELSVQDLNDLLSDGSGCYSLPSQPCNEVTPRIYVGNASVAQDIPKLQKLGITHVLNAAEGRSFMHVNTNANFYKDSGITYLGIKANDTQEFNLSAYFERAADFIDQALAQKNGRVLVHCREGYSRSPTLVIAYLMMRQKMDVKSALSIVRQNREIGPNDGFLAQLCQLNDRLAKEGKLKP
BoNT A protease – BoNT/A light chain protease inhibitors, primary screen, biochemical, flow cytometry, MLPCN library; Botulinum neurotoxin type A light chain protease (Clostridium botulinum A str. ATCC 3502); multiplex microsphere protease substrate cleavage; inhibition, % at 10 µM; 360,000 compounds, 0.17% hits; further: plate controls were buffer without enzyme for full effect and enzyme alone for no effect
Anthrax LF prot – Bacillus anthracis LF protease inhibitors, primary screen, biochemical, multiplex microsphere, MLPCN library | Lethal factor (Bacillus anthracis), P15917 | multiplex microsphere protease cleavage assay | inhibition, % at 10 µM | 360,000 compounds, 0.12% hits | AID 588501, 2011; further: plate controls were buffer without enzyme for full effect and enzyme alone for no effect
Target sequence (P15917 whole entry, looked up): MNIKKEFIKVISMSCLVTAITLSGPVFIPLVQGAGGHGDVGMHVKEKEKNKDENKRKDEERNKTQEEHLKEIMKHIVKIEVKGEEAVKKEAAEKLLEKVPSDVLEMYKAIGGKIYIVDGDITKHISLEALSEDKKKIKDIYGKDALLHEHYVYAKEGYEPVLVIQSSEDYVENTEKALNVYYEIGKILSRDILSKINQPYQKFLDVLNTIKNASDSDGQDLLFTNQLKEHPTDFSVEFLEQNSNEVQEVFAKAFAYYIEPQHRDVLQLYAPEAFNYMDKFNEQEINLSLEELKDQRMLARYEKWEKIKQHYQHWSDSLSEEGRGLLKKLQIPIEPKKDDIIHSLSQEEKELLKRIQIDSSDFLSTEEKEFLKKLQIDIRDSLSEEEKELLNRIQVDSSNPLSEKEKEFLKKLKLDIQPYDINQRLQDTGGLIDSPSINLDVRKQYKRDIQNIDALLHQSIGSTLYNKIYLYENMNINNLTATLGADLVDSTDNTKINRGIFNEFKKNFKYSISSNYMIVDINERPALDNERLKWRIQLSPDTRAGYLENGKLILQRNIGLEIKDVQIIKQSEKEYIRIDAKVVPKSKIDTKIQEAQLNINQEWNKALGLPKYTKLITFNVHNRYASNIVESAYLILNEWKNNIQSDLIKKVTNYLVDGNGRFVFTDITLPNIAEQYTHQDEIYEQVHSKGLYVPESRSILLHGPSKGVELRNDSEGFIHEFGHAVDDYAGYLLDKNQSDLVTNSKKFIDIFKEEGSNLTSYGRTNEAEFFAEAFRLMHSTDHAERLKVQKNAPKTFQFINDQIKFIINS
An asterisk follows results filed as active; i = inactive; ? = inconclusive; nt = not tested or not shown; & = joins results of further samples. Unless noted, no stated cut-off is given here; in the data, active means inhibition above about 30%; inconclusive means no clear call, values can overlap the other calls; inactive means below that.

canonical_smiles	PriA SSB inh	3CLpro inhibitor	Vc quorum ag	TcdB inh	CCHFV vOTU inh	Yp Topo-I inh	PfHsp40 yeast	DUSP3 inh	BoNT A protease	Anthrax LF prot
Cc1c(C(=O)NCCn2ccc3ccccc32)cccc1[N+](=O)[O-]	10	4	-0.3	-0.2	-1	2	-0.2	2	-0.4	-12
COc1ccc(COCC(O)CN2CCCC(C(F)(F)F)C2)cc1 (configuration not stated)	nt	8	0.4	-1.3	3	-6	0.8	21	0.5	1
O=C(CC(C(=O)O)P(=O)(c1ccccc1)c1ccccc1)c1ccccc1 (configuration not stated)	-9	3	-2.0	0.8	-12	7	-1.0	-1	0.9	0
Cc1[nH]nc2nc(SCC(=O)NCCC3=CCCCC3)n(-c3ccc(Br)cc3)c(=N)c12	-6	1	-0.2	0.9	7	8	-0.6	-9	0.0	2
O=C(NNC(=O)c1cc(Cl)ccc1O)c1cccc(S(=O)(=O)N2CCOCC2)c1	-2	nt	-5.6	1.9	2	-4	475*	nt	nt	nt
O=C1/C(=C/c2ccco2)SC(=S)N1CC1CCCO1 (configuration not stated)	7	-6	i	-0.1	4	-3	1.4	-7	-0.8	-1
CC1=C(C)CC(C(=O)NNC(=O)c2cccc(Cl)c2)C(C(=O)O)C1 (configuration not stated)	-3	-3	-0.3	0.6	5	-4	-0.1	-5	-0.6	2
COc1ccc(N2CCN(c3ccc(Cl)nn3)CC2)cc1	-14	-1	i	0.6	12	2	2.0	5	0.1	-6
CC(C)c1ccc2c(c1)C(N1CCN(C)CC1)Cc1cccnc1S2 (configuration not stated)	-2	nt	-0.5	1.9	0	4	1.1	nt	-0.2	6
COc1ccc2[nH]c(C)c(CCNC(=S)Nc3cccc(C)c3C)c2c1	10	-1	-0.1	0.9	-1	4	0.6	-18	-0.4	-13
CCOC(=O)CSc1nc2c(sc(=S)n2-c2ccc(OCC)cc2)c(=O)[nH]1	10	1	-0.9	2.2	9	-4	-0.3	14	0.0	-5
Cc1cccc(N2CCN(S(=O)(=O)c3ccc(-c4ccc(=O)[nH]n4)o3)CC2)c1C	1	-2	-0.2	0.8	3	6	0.3	-12	-1.1	-2
COc1ccccc1-c1ccc(Nc2ccc(C(=O)N3CCOCC3)cc2)nn1	-7	0	-0.7	nt	7	-7	0.1	4	-0.1	0
CCc1noc(N)c1C(=O)Nc1ccc(Cl)cc1	-6	0	1.1	0.5	9	6	-0.8	5	1.9	-2
C=CCNC(=O)/C(C#N)=C/c1c(N2CC(C)OC(C)C2)nc2ccccn2c1=O (configuration not stated)	2	3	-0.9	nt	-43	-4	-1.6	-10	0.9	0
ClCCn1cnc2c(SCc3ccccc3Cl)ncnc21	-4	nt	11	0.8	-4	5	-0.1	nt	-0.1	-4
COc1cc2c(cc1OC)C(CNC(=O)C=Cc1ccccc1)C2 (configuration not stated)	nt	nt	i	0.6	-5	6	nt	nt	-0.6	1
CCOP(=O)(OCC)C(Nc1ccc(F)cc1)c1ccccc1 (configuration not stated)	-10	7	0.4	-0.5	10	-2	-0.7	25	-1.0	12
Cc1ccc(NC(=O)CSc2nnc(-c3ccco3)o2)cc1	-3	2	i	-0.2	-3	-1	1.0	37	0.6	0
O=C(NC1CC1)C1CCN(C2CCN(C(=O)CSc3ccccc3)CC2)CC1	4	0	-5.6	1.8	-17	7	-0.4	5	-0.2	-1
O=C1C2C3C=CC(C3)C2C(=O)N1c1cccc2ccccc12 (configuration not stated)	-3	0	i	1.0	14	-6	-0.1	-8	-2.2	10
Cc1ccccc1N1CC(C(=O)O)CC1=O (configuration not stated)	-5	0	i	-1.1	3	1	2.7	17	-0.1	-7
O=C(N/N=C/c1ccc(N2CCOCC2)o1)c1cccc(F)c1	nt	1	-0.4	nt	-4	-4	-0.4	4	-1.3	-3
Cc1c(Cl)c([N+](=O)[O-])nn1CCCC(=O)Nc1cccc(O)c1	10	-6	-1.0	1.1	-5	-14	2.0	1	-0.2	2
COc1ccc(CCNC(=O)CCCn2c(SCC(N)=O)nc3cc4c(cc3c2=O)OCO4)cc1OC	nt	4	nt	0.2	-18	nt	nt	14	nt	nt
Cc1ccc(NC(=O)Nc2cc(Cl)ccc2C2COC(=O)C2=N)cc1 (configuration not stated)	5	1	-0.5	0.5	-13	2	1.1	-3	-1.0	-3
Cc1ccc(-c2ccc(CCC(=O)O)n2NC(=O)c2ccco2)cc1	6	-3	i	nt	12	-3	23	0	-0.3	-6
Cc1cc(C(=O)Cn2cncn2)c(C)n1CCc1ccc(F)cc1	10	-5	-0.1	nt	9	-2	-1.6	6	0.8	-1
COc1ccc(CCNC(=O)CN2CCC(C(N)=O)CC2)cc1	-9	-1	i	nt	16	2	0.1	6	0.4	2
COc1ccc(NC(=O)c2cc(-c3cccnc3)nc3ccc(C)cc23)cc1OC	-2	1	-0.2	nt	-4	-4	0.0	16	0.0	1
Cc1ccc(NC(=O)CSc2nnc3ccc(-c4cccnc4)nn23)cc1	-6	nt	0.0	2.3	0	-5	-1.0	nt	1.7	0
CCC(Sc1nc2ccccc2s1)C(=O)Nc1cc(C)on1 (configuration not stated)	-21	4	i	nt	7	9	0.6	22	2.1	1
CCCCNC(=O)CCCCCn1c(=O)[nH]c2cc(OC)c(OC)cc2c1=O	-7	3	i	nt	-7	1	-0.7	22	?	-11
O=C(c1ccc(=O)[nH]c1)N(c1ccccc1)C(CCc1ccccc1)c1nc2ccccc2[nH]1 (configuration not stated)	nt	nt	nt	0.9	-3	nt	nt	nt	-0.6	-3
CC(=O)c1cccc(NC(=O)C2Cc3c(-c4ccco4)ccnc3O2)c1 (configuration not stated)	nt	nt	i	-0.3	-10	-5	nt	nt	0.1	-3
CCOc1ccccc1CN1CCC(CO)(CCOc2ccccc2)CC1	0	0	-0.3	-1.1	4	0	0.6	4	-0.2	-1
Cc1ccc(C)c(NC(=O)Cn2nnc(-c3ccc(N4CCOCC4)cc3)n2)c1	-4	0	-1.7	1.2	-8	-1	-1.1	22	0.4	-2
CC(C)(C)OC(=O)N1CCC(C(=O)Nc2ccc(C(=O)NCCc3ccccc3)cc2)CC1	0	nt	-0.6	0.8	-5	-8	0.0	nt	0.5	1
CCOc1ccc(C(C)=O)cc1CSC(=N)N	-12	-4	-1.0	1.1	4	-1	-0.5	20	0.6	2
O=C(C[N+]12CC[N+](CC(=O)c3ccc(F)cc3)(CC1)CC2)c1ccc(F)cc1	-4	7	-1.4	1.1	25	4	0.2	21	-1.7	-3
CC(C)C(=O)Nc1ccc(NC(=O)c2cccc(F)c2)cn1	-10	-4	i	nt	-4	-10	0.3	10	-0.5	3
O=C(CSc1cn(CC(=O)N2CCOCC2)c2ccccc12)N1CCOCC1	10	-3	-0.4	-5.3	-7	9	-0.2	24	0.3	0
COCC(=O)Nc1cc(OC)c(Cl)cc1OC	-17	-4	1.6	nt	-14	1	1.0	-2	0.3	-2
CC(=O)Oc1cccc(C(=O)Nc2c[nH]c(=O)[nH]c2=O)c1	-15	1	0.2	-0.3	-5	4	0.4	-1	-0.5	-4
CCOC(=O)c1ccc(N=C(CC)c2c(O)n(C)c(=O)n(C)c2=O)cc1	-3	0	-0.8	0.2	-1	3	-0.5	-4	4.6	-6
CCOCCc1c(O)nc(SCC(=O)NCc2ccco2)[nH]c1=O	-5	-1	0.1	nt	-3	1	0.0	-1	0.6	0
COc1ccc(C(C(=O)NC2CCCC2)N(CCCO)C(=O)Cn2nnc(-c3ccc(C)o3)n2)cc1 (configuration not stated)	-1	6	-0.5	0.0	-3	10	-0.8	31	-0.6	-1
O=S1(=O)CCC(NC(=S)Nc2ccc(Cl)cc2)C1 (configuration not stated)	-8	0	-0.2	nt	-1	0	-0.6	5	-0.9	0
N#CCC1c2ccccc2CCN1C(=O)Nc1ccc(C(F)(F)F)cc1 (configuration not stated)	-13	6	0.3	nt	20	14	2.0	0	-0.9	-7
O=C(CN1C(=O)c2ccccc2S1(=O)=O)NCCSCc1c(F)cccc1Cl	-7	-4	-0.2	1.6	-2	22	1.4	12	-1.4	-3
CC(=O)c1ccc(NC(=O)CSc2nc(=O)n3cccc(C)c3n2)cc1	-1	nt	-0.7	1.1	9	-1	-1.8	nt	-2.3	-5
CCCc1cc(=O)oc2c(C)c(OCC(=O)N3CCC[C@@H]3C(=O)O)ccc12	1	3	-0.1	-2.1	6	1	-0.2	17	0.2	-4
O=C(CSc1nc2ccccc2[nH]1)NCCc1ccc(Cl)cc1	4	2	i	nt	-2	-6	0.9	-4	-0.1	0
COc1ccc([C@H]2CC(=O)C=C(c3cccc(OC(F)(F)F)c3)C2)cc1	2	nt	-0.3	0.4	13	7	9.3	nt	-0.4	2
CCC(=O)N1CCc2cc(Br)cc(S(=O)(=O)N3CCC(C(=O)NC(C)C)CC3)c21	0	-8	-0.4	0.1	7	8	1.1	-14	1.1	1
CCCN1CCc2nc(SCC(=O)Nc3ccc(C)c(Cl)c3)[nH]c(=O)c2C1	-3	-8	-1.3	-0.1	4	1	0.0	21	0.1	0

The list continues.
canonical_smiles	PriA SSB inh	3CLpro inhibitor	Vc quorum ag	TcdB inh	CCHFV vOTU inh	Yp Topo-I inh	PfHsp40 yeast	DUSP3 inh	BoNT A protease	Anthrax LF prot
CCCCN(C(=O)c1ccc2ccccc2c1)c1c(N)n(CCCC)c(=O)[nH]c1=O	-9	nt	i	2.5	7	3	-0.3	nt	-1.0	1
CC(NC(=O)CSc1nc2sc3c(c2c(=O)n1-c1ccccc1)CCCC3)c1ccccc1 (configuration not stated)	-5	2	-3.3	nt	-13	9	-1.2	20	-0.2	-1
O=C(CCN1CCN(S(=O)(=O)c2ccc(Br)cc2)CC1)Nc1ccccc1F	-9	-3	i	0.2	7	1	-1.0	25	0.1	-2
N#CCC(=O)N/N=C/c1c2ccccc2cc2ccccc12	nt	0	-1.6	2.6	2	1	4.0	14	1.3	-1
Cc1ccc(N2C(=N)/C(=C3/Nc4ccccc4S3)C(c3ccccc3)C2=O)cc1 (configuration not stated)	nt	1	-0.3	2.1	-15	-2	1.8	-4	4.3	2
CCOC(=O)N1CCC(N2C(=O)c3ccccc3C2=O)CC1	5	3	i	1.0	0	5	1.2	-1	-0.4	-6
C[C@@H]1CN([C@H](C)CO)C(=O)c2cc(Br)cnc2O[C@@H]1CN(C)Cc1cncnc1	nt	nt	-0.4	-0.2&-1.7	-1	1	nt	nt	-0.2	-7
C#CCNC(=O)C1=C[C@@H](C2CC2)[C@H](CCCO)[C@@H](OCC)O1	-4	2	-0.3	-0.4&1.2	1	5	0.7	-8	-0.2	-2

A portion of the library; the hit share may differ from the screen's.
